# mHTT CaM bind – mutant huntingtin-calmodulin interaction inhibitors – biochemical, AlphaScreen, primary screen | P42858 | AlphaScreen His-mHTT/GST-CaM binding, luminescence | inhibition, % at 15 µM | 3.6% of 190,000 active;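 further: 0% = both proteins with DMSO and 100% = one protein alone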
# Target sequence (P42858 whole entry, looked up, stated change not applied): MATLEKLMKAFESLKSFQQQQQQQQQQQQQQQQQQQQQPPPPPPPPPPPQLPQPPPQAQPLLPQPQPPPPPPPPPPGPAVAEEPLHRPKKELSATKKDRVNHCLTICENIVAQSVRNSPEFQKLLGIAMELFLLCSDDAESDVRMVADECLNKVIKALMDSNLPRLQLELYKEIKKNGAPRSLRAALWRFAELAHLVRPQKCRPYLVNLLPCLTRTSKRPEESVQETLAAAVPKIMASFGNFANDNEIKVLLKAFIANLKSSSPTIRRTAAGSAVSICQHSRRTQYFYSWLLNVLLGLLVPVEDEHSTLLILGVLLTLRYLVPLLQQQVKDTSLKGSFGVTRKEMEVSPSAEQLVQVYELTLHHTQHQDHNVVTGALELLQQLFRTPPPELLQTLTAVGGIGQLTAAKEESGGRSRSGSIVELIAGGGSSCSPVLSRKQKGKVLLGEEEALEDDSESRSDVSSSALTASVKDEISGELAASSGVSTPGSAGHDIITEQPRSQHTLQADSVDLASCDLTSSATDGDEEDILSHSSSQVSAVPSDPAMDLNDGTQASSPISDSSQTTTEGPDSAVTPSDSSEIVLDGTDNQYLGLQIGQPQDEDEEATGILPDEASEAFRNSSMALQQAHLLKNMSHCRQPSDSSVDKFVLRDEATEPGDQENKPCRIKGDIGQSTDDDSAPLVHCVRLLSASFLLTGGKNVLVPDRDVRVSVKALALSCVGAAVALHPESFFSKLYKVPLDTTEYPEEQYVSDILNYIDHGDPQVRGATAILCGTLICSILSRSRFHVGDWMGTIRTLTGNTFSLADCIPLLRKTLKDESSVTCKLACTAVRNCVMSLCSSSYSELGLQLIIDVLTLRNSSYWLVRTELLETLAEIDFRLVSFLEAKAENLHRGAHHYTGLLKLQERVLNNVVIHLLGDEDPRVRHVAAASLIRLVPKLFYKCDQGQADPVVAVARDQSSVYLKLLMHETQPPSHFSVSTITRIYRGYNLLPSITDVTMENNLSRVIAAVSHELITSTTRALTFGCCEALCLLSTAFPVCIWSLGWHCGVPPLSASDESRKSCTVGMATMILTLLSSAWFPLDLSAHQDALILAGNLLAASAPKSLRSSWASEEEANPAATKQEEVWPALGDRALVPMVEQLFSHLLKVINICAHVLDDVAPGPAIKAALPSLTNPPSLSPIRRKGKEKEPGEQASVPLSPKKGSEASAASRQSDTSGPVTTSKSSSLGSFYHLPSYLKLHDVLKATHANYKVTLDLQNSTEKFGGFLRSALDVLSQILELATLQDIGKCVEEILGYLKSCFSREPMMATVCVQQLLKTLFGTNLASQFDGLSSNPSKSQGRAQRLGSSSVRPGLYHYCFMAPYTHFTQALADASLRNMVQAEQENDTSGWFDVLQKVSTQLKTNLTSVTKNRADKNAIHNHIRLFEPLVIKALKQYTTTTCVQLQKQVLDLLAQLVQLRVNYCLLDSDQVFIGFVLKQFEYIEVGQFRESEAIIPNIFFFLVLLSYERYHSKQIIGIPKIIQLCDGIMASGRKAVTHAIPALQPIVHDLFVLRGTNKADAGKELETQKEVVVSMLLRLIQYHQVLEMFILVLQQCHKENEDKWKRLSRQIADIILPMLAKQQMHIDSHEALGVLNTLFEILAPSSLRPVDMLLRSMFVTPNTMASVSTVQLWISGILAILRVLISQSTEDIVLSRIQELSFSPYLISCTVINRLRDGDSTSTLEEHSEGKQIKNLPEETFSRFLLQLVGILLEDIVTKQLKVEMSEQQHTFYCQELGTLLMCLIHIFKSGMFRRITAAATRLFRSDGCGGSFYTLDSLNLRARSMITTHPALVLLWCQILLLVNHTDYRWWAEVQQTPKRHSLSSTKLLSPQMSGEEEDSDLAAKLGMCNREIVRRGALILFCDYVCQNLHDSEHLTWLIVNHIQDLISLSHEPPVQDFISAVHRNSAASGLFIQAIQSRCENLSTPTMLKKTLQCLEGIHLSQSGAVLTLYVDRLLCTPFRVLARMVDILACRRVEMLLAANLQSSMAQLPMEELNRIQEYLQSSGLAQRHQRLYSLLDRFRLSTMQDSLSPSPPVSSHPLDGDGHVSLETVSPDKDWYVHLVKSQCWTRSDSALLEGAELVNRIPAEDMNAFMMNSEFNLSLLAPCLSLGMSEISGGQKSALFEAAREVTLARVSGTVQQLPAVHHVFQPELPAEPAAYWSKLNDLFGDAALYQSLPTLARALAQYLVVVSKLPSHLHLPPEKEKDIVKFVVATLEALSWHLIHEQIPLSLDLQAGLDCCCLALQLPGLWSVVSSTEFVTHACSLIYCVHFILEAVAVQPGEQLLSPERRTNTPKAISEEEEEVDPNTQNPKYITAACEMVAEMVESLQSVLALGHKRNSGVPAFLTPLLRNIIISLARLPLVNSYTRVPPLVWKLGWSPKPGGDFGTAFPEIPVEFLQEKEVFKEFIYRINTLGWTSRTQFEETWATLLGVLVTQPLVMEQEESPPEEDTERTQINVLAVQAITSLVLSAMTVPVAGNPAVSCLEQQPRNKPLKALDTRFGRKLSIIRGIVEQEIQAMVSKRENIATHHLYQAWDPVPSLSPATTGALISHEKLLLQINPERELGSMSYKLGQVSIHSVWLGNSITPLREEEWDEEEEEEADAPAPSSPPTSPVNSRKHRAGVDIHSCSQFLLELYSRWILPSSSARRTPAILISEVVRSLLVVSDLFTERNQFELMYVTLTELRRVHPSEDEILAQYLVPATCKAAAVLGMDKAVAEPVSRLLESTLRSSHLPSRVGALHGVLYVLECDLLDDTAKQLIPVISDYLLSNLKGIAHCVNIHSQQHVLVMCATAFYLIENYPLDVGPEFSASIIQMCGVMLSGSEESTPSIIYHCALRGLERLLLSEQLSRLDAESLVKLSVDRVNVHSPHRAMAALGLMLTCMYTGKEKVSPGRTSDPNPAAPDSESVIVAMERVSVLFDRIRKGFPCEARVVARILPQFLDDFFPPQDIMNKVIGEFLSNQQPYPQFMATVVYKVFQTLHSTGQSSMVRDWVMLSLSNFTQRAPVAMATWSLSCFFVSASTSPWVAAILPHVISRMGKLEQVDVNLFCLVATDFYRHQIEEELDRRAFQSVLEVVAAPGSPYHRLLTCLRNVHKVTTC
# Pf apPOL inh – Pf-apPOL inhibitors, biochemical, fluorescence | Recombinant Pf-apPOL, molecular beacon fluorescence, 1.5 h | AID 1794808, 2022 | 0.25% of 210,000 active | Plasmodium falciparum apicoplast DNA polymerase (apPOL) | inhibition, % at 10 µM
# The depositor's hits bear a star; i = inactive; . = not tested or not shown; & = joins results of further samples. No stated cut-off is given here; in the data, active means inhibition above about 50%; inactive means the rest.
SMILES,mHTT CaM bind,Pf apPOL inh
Fc1cccc(Cl)c1CN1CCN(c2ccccc2)CC1,0.5,2.3
Cc1cc(N2CCNCC2)nc2c(C)c(Cl)ccc12,36.1,-4.5
CCn1cc(C(=O)Nc2ccccc2C)c2cccnc21,-11.0,0.1
Clc1cc(I)cc(Cl)c1NC1=NCCN1,.,-10.6
COc1ccccc1N1C(=O)NC(=O)C(CCc2ccncc2)(CCc2ccncc2)C1=O,0.1,1.5
COc1ccc(CN2CCN(c3ccc(F)cc3)CC2)cc1OC,0.3,-0.1
O=[N+]([O-])c1cccc(CN2CCN(Cc3ccccc3)CC2)c1,3.3,-3.6
CC1CC=CC2C3OC3(C)C(C)C3C(Cc4ccccc4)NC(=O)C23OC(=O)OC=CC(C)(O)C1=O (configuration not stated),.,-3.7
COc1ccc(NC(=O)N2CCC3(C2)C(=O)Nc2ccc(OC)cc23)c(OC)c1 (configuration not stated),16.0,-6.9
COc1ccc2c(c1)C1(CCN(S(=O)(=O)c3cc(F)cc(F)c3)C1)C(=O)N2 (configuration not stated),8.7,-5.3
Fc1ccccc1N1CCN(Cc2ccc3c(c2)OCCO3)CC1,-5.3,-5.0
O=[N+]([O-])c1cccc(CNCCc2c[nH]c3ccccc23)c1,42.2,-0.4
O=[N+]([O-])c1ccc(O/N=C2\CN3CCC2CC3)cc1,i,.
CCn1cc(C(=O)NCc2ccc(Br)cc2)c2cccnc21,-2.2,-1.6
Clc1ccccc1N1CCN(Cc2ccc3c(c2)OCO3)CC1,3.6,0.8
O=[N+]([O-])c1ccc(NCCO)c2cccnc12,5.4,0.8
NNC(N)=O,.,12.9
O=[N+]([O-])c1ccccc1CN1CCN(c2cccc(Cl)c2)CC1,8.0,-0.1
COCCCNC1CCSC1 (configuration not stated),-2.1,-1.1
Fc1ccc(CN2CCN(c3ccccc3F)CC2)c(F)c1,-9.9,0.5
Cc1cccnc1-n1c(-c2ccco2)nc2ccccc2c1=O,-2.0,-7.0
OC1C2(c3ccccc3)CN3CN(C2)CC1(c1ccccc1)C3 (configuration not stated),-2.2,-2.3
CCOc1ccc(N2C(=O)NC(=O)/C(=C\c3ccc(N4CCCCC4)o3)C2=O)cc1,21.0,-1.9
COCCNC1Cc2ccccc2C1,-2.7,-1.2
Cc1cc(OCC(=O)N(C)C)c2c3c(c(=O)oc2c1)CCC3,5.0,2.7
O=S(=O)(F)c1ccc(C2=CC(c3ccccc3)n3ncnc3N2)cc1 (configuration not stated),100.0*,-5.1
CCC(C)N1CCN(Cc2ccc([N+](=O)[O-])cc2)CC1 (configuration not stated),0.4,6.3
CCOC(=O)C1(c2ccccc2)Oc2ccccc2C(c2ccc(OC)cc2)=C1C(=O)OC (configuration not stated),14.0,0.9
O=C(Nc1ccc(Cl)cc1C(=O)c1ccccc1)c1ccncc1,6.0,-75.1
CC/C(=C\c1ccc(F)cc1)[N+](=O)[O-],-9.8,-6.5
CC=C1CN2CCC34C(=C(C=O)C1CC23)Nc1c(O)cccc14 (configuration not stated),.,-8.0
CN1C(=O)N(C)C2C1N(C)C(=O)N2C (configuration not stated),-9.0,.
CC12CCC(=O)C=C1CCC1C2CCC2(C)C(O)CCC12 (configuration not stated),-1.1&0.0&-5.3,8.4&-0.6&0.9
CCN1CCN(Cc2ccc(N(C)C)cc2)CC1,37.2,-4.6
Cc1cccc2[nH]c(=S)n(-c3ccc(OC(F)(F)F)cc3)c(=O)c12,.,-2.8
O=c1c2ccccc2nc(/C=C/c2ccc(F)cc2)n1-c1ccc([N+](=O)[O-])cc1,-4.0,-2.4
C=CCN1C(=O)NC(=O)/C(=C/c2ccc(O)c(O)c2)C1=O,11.0,-4.8
CCOc1ccccc1Oc1c(C)oc2cc(OC(=O)N(C)C)ccc2c1=O,-3.9,-2.3
CCOc1cc(CN2CCN(c3ccccc3Cl)CC2)ccc1O,12.1,-3.1
CC1(C)C(C(=O)N2CCN(C(=O)c3ccccc3)CC2)C1(C)C,3.0,-1.1
O=C(Nc1ccccc1)Nc1cnns1,-4.3,-12.1
CC(CCc1ccccc1)NC(C)C(O)c1ccc(O)cc1 (configuration not stated),.,7.1
O=C(COc1ccccc1)N(O)C(C[N+](=O)[O-])c1ccccc1 (configuration not stated),19.0,-4.5
COc1ccc(-n2c(/C=C/c3ccccc3)nc3ccccc3c2=O)cc1,3.2,4.6
COc1ccc(OC)c(CNCCc2ccc([N+](=O)[O-])cc2)c1,12.9,-0.3
Nc1ccc([N+](=O)[O-])cc1C(=O)c1ccc(Cl)cc1,11.5,15.8
CCOc1ccccc1N1CCN(Cc2ccccc2F)CC1,-7.4,-10.2
Cc1cccc(CN2CCN(C)CC2)c1,-2.1,-7.0
O=C(Cc1cccs1)N1CCCN(C2CCN(Cc3ccc(F)cc3)C2=O)CC1 (configuration not stated),60.0*,0.5
COCC(C)NC1CCN(C)CC1 (configuration not stated),3.0,-1.5
CN1CCN(Cc2ccc(Cl)cc2)CC1,-4.7,-6.2
COc1ccc2c(c1)C1(CCN(C(=O)NC3CCCCC3)C1)C(=O)N2C (configuration not stated),3.3,-3.4
O=C(c1ccc2c(c1)OCCOCCOCCO2)N1CC2CC(C1)c1cccc(=O)n1C2 (configuration not stated),1.0,-8.7
C#CCOc1ccc(Br)cc1/C=C/[N+](=O)[O-],17.7,-1.4
O=C(Cc1ccccc1)NC(Oc1ccccc1[N+](=O)[O-])C(Cl)(Cl)Cl (configuration not stated),-3.0,-1.1
CCCn1cc(C(=O)NC(C)c2ccc(OC)cc2)c2cccnc21 (configuration not stated),9.6,-4.4
CN1CCN(c2ccc([N+](=O)[O-])c(NC3CC3)c2)CC1,4.3,.
CN1CCN(c2ccc([N+](=O)[O-])c(N3CCCC3)c2)CC1,2.3,.
COc1ccc(-c2nc3ccccc3c(=O)n2-c2ccc(F)cc2)cc1,7.9,0.9
N#Cc1cnn2c(C(F)(F)F)cc(-c3ccc(Br)cc3)nc12,-3.0,-7.4

# Additional compounds
SMILES,mHTT CaM bind,Pf apPOL inh
CCN1CCC(N(C)C2CCCCC2)CC1,-10.2,-0.7
c1ccc(-n2cc(-c3nc(N4CC4)nc(N4CC4)n3)c3ccccc32)cc1,.,-2.3
COc1cccc(N2CCN(Cc3cccc(Cl)c3)CC2)c1,5.3,-4.0
N#C/C(=C\c1cc2c(cc1Cl)OCO2)c1nn(CCO)c(N)c1C#N,4.7,-4.7
CCOc1ccc(CNC(=O)c2nc(C)n(C3CCN(C)CC3)c2C)cc1OC,1.6,-7.6
CCOC(=O)[C@]12Cc3cc(C)ccc3[C@H]1N(CCC(=O)OC)C(=O)c1ccccc12,-3.8,-3.7
COc1cc(C=C2C(=O)N(C)C(=O)N(C)C2=O)cc(Br)c1O,3.0,1.3
COc1cc(Br)c(CNCCc2ccc3c(c2)OCO3)cc1OC,3.6,1.6
COc1cc(C([O-])=Nc2c[n+](C(C)Cc3ccccc3)no2)cc(OC)c1OC (configuration not stated),16.0,-4.3
Cc1ccccc1N1C(=O)NC(=O)/C(=C\c2ccc3c(c2)OCO3)C1=O,7.0,-11.5
Cc1[nH]c2c(Cl)cccc2c1CCN,9.6,-5.8
CCOc1cc(CNC(=O)c2nc(C)n(C3CCN(C)CC3)c2C)ccc1OC,6.7,-7.2
CCOc1ccccc1N1CCN(Cc2ccccc2C)CC1,-15.4,-4.9
CC/C(=C\c1ccc(O)c(OC)c1)[N+](=O)[O-],20.1,-2.2
CC1N=C(c2ccccc2)c2ccccc2N(CC(=O)Nc2ccc(C(C)C)cc2)C1=O (configuration not stated),18.0,-2.7
Cn1cc(C(=O)N2CCOCC2)c2cccnc21,-5.5,-6.2
CC(O)CNc1ccc([N+](=O)[O-])c2ncccc12 (configuration not stated),-0.4,-11.6
c1ccc2c(c1)CNC(c1ccc3c(c1)OCO3)c1cccn1-2 (configuration not stated),11.6,.
O=[N+]([O-])c1cc2c(cc1CNCCc1ccc3c(c1)OCO3)OCO2,1.4,-9.1
CN[C@@H]1Cc2cccc3[nH]c(=O)n(c23)C1,.,-9.9
C#CCSc1nc2ccccc2c(=O)n1-c1ccc(OC)cc1,-4.4,-7.2
CN1CCN(Cc2ccc(F)cc2)CC1,-6.9,-10.4
CC1CCCC(N2CC(C)OC(C)C2)C1 (configuration not stated),-5.2,2.4
Cc1ccccc1-n1c(/C=C2\C(=O)N(C)c3ccccc32)nc2ccccc2c1=O,65.0*,-1.2
Cc1[nH]c2c(C)cccc2c1CCN,-4.5,4.4
CCOc1ccccc1CN1CCN(c2cccc(C)c2C)CC1,10.1,-5.3
COc1ccc(CN2CCN(c3cccc(Cl)c3)CC2)cc1O,11.8,-5.2
O=[N+]([O-])c1ccc(O)c(CN2CCN(c3ccccc3)CC2)c1,5.6,-3.3
CCN1CCN(Cc2cc(Br)ccc2O)CC1,2.4,0.1
CCNC(=S)N1CC2CC(C1)c1cccc(=O)n1C2 (configuration not stated),-2.0,-6.8
CC(C)[C@H]1CN[C@H](C(=O)O)[C@H]1CC(=O)O,.,-9.9
O=[N+]([O-])c1ccc(N2CCOCC2)c2nonc12,.,-84.2
OC1CN2CCC(O)C2C(O)C1O (configuration not stated),.,-6.5
CN1C(=O)C(C(=O)O)C2CC1(C)Oc1ccccc12 (configuration not stated),-1.2,-6.5
CN1C(=O)c2ccccc2C(C(=O)N2CCC3(CC2)OCCO3)C1c1cccs1 (configuration not stated),-3.0,-6.8
CN(C)CCNc1ccc([N+](=O)[O-])c2cccnc12,3.1&2.0,9.0&2.6

# An excerpt of these results, bar-delimited.
structure | mHTT CaM bind | Pf apPOL inh
CN[C@@H]1Cc2cccc3[nH]c(=O)n(c23)C1 | . | -9.9
C#CCSc1nc2ccccc2c(=O)n1-c1ccc(OC)cc1 | -4.4 | -7.2
CN1CCN(Cc2ccc(F)cc2)CC1 | -6.9 | -10.4
CC1CCCC(N2CC(C)OC(C)C2)C1 (configuration not stated) | -5.2 | 2.4
Cc1ccccc1-n1c(/C=C2\C(=O)N(C)c3ccccc32)nc2ccccc2c1=O | 65.0* | -1.2
Cc1[nH]c2c(C)cccc2c1CCN | -4.5 | 4.4
CCOc1ccccc1CN1CCN(c2cccc(C)c2C)CC1 | 10.1 | -5.3
COc1ccc(CN2CCN(c3cccc(Cl)c3)CC2)cc1O | 11.8 | -5.2
O=[N+]([O-])c1ccc(O)c(CN2CCN(c3ccccc3)CC2)c1 | 5.6 | -3.3
CCN1CCN(Cc2cc(Br)ccc2O)CC1 | 2.4 | 0.1
CCNC(=S)N1CC2CC(C1)c1cccc(=O)n1C2 (configuration not stated) | -2.0 | -6.8
CC(C)[C@H]1CN[C@H](C(=O)O)[C@H]1CC(=O)O | . | -9.9
O=[N+]([O-])c1ccc(N2CCOCC2)c2nonc12 | . | -84.2
OC1CN2CCC(O)C2C(O)C1O (configuration not stated) | . | -6.5
CN1C(=O)C(C(=O)O)C2CC1(C)Oc1ccccc12 (configuration not stated) | -1.2 | -6.5
CN1C(=O)c2ccccc2C(C(=O)N2CCC3(CC2)OCCO3)C1c1cccs1 (configuration not stated) | -3.0 | -6.8
CN(C)CCNc1ccc([N+](=O)[O-])c2cccnc12 | 3.1&2.0 | 9.0&2.6

# New compounds follow:
SMILES,mHTT CaM bind,Pf apPOL inh
CCC(=O)c1c(O)n(C)c(=O)n(C)c1=O,-4.4,-2.4
Cc1noc(C)c1CN1CCN(C(=O)Cc2cccs2)CC1,-16.2,4.6
CCOC(=O)C1=C(C)c2ccccc2OC1(C(=O)OCC)c1ccccc1 (configuration not stated),-16.0,10.7
CN(C)c1ccc(CN2CCN(Cc3ccccc3)CC2)cc1,3.0,-3.3
C/C(=C\c1ccc2c(c1)OCO2)[N+](=O)[O-],11.3,.
COCCN1CCC(N2CCCN(C(=O)Cc3cccc(C)c3)CC2)C1=O (configuration not stated),11.1,0.1
CCN1CCN(Cc2ccc(C)cc2C)CC1,-6.6,-4.5
CCOC(=O)[C@]12Cc3cc(Cl)ccc3[C@H]1N(C(C)C)C(=O)c1ccccc12,-16.7,0.8
COc1ccc(/C=C/C2=CCN(C)CC2)cc1,-0.4,-3.8
CC(=O)C1(O)CCC2(O)C3(O)CC=C4CC(O)CCC4(C)C3CC(OC(=O)C=C(C)C(C)C)C12C (configuration not stated),.,-12.8
O=[N+]([O-])c1cc(Cl)ccc1N1CCN(Cc2ccccc2)CC1,39.7,-4.0
CCn1cc(C(=O)O)c(=O)c2c(N)c(F)c(N3CCNCC3)c(F)c21,-1.0,-3.3
CC(C)N1CCN(c2ncccc2C#N)CC1,-0.4,-3.1
CN(C)C(=O)Oc1ccnc2cc(Cl)ccc12,-6.9,-0.8
Brc1ccc(C2CC(c3cccnc3)Nc3ncnn32)cc1 (configuration not stated),-2.0,-4.5
O=C1C2CCCN2C(c2cccnc2)N1c1nccs1 (configuration not stated),-2.9,-8.0
Cc1ccc(S(=O)(=O)N2CCC(C(=O)N3CCC4(CC3)OCCO4)CC2)cc1,-11.0,-16.7
O=C(C1CCCC1)N1CC2CC(C1)c1cccc(=O)n1C2 (configuration not stated),-1.1,-1.2
COc1ccc(CCNC2(C#N)CCCCC2)cc1OC,.,8.2
O=Cc1cn(Cc2nc(-c3ccc(Br)cc3)no2)c2ccccc12,-1.9,-5.0
COc1ccc(O)c(CN2CCN(Cc3ccc(Cl)cc3)CC2)c1,5.6,-5.3
O=[N+]([O-])c1ccc(N2CCN(Cc3cccc(F)c3)CC2)cc1,16.6,-11.5
Cc1ccc(-c2nnc(N3CCC(C(=O)N4CCC5(CC4)OCCO5)CC3)o2)cc1,20.8,-6.6
COc1ccc(N2CCN(Cc3ccc([N+](=O)[O-])cc3)CC2)cc1,27.1,2.2
COC(=O)C1=COC(C)C2CN3CCc4c([nH]c5cc(OC)ccc45)C3CC12 (configuration not stated),.,-9.1
CCOc1ccc2nc(Sc3ccc(C=C4C(=O)NC(=O)NC4=O)o3)sc2c1,4.0,6.3
COc1ccc2c(c1)C1(CCN(C(=O)NC(C)(C)C)C1)C(=O)N2 (configuration not stated),-2.7,-4.4
CC(=O)[C@@H]1[C@@H]2NC(=O)N[C@@]1(C)Oc1ccccc12,-0.2,.

# From PubChem

# Only part of the results is shown (hit frequency here may not be typical).
